Compound activity: PubChem BioAssay, several laboratories
Yeast life ext: yeast lifespan extension; inhibition of the nicotinamide effect, % at 10 µM; S. cerevisiae growth with nicotinamide, OD615; deaD strain in restrictive glucose medium; hit rate 0.68% among 130,000; AID 775;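 active = inhibition above a set limit, placed 3 SD over the median of all compounds, cut at about 26% in these data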;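 note: 0% = nicotinamide-treated wells and 100% = cells grown without nicotinamide; some compounds called inactive have numbers as strong as hits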
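Test system – modified budding yeast, DeaD strain · Compound – single dose 10 µM compound, 0.25% DMSO · Times – culture preincubation 4 h, compound exposure 48 h, both 30 °C · Detection – optical density (absorbance) at 615 nm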
Phagocyt inh: inhibitors of macrophage phagocytosis; J774A.1 macrophage IgG-bead phagocytosis, imaging; inhibition, % at 5 µM; hit rate 0.07% among 110,000;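 active = inhibition above the mean of the plate negative controls plus 5 SD, cut at about 13% in these data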;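 note: phagocytic index as fraction of beads internalized from green versus red external bead signal; plate controls were DMSO negative control for no effect and cytochalasin-D positive control for full effect; some results beyond the cut were filed as inactive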
BB579 growth dn: chemicals that inhibit yeast BB579 growth in restrictive medium (lifespan-shortening candidates) | S. cerevisiae BB579 growth, OD615, 48 h | inhibition, % at 10 µM | hit rate 0.51% among 140,000 | AID 804;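 active = inhibition above a set limit, 3 SD over the mean compound inhibition, cut at about 44% in these data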; note: inactives centre near -24
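System: Saccharomyces cerevisiae DeaD strain BB579, replicative lifespan model yeast. Buffer or medium: restrictive glucose-based CSMM-D medium. Doses: one dose, 10 µM compound with 0.25% DMSO. Timing: 4 h preincubation and 48 h exposure at 30 °C. Detection: turbidity as optical density at 615 nm. Benchmarks: amphotericin B 10 µg/mL, positive.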
MRP-1 activ: activates MRP-1 | viability increase, % at 10 µM | AID 799 | hit rate 0.61% among 140,000 | H69AR cells + doxorubicin, viability rescue, CellTiter-Glo;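 active = viability gain under doxorubicin at or above a set limit, the compound median plus 3 SD, cut at about 4.7% in these data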;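 note: MRP-1 overexpressing cells given doxorubicin 25 µM after compound pretreatment; 18-22 h compound pretreatment then 72 h with doxorubicin before readout; 0% = doxorubicin-only wells and 100% = vehicle-treated cells without doxorubicin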
E-sel TNF inh: blocks E-selectin expression induced by TNF alpha | AID 1246 | inhibition, % at 2 µM | HUVEC TNFa-induced E-selectin immunofluorescence, high content | hit rate 0.71% among 120,000;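 active = inhibition above the batch mean plus 3 SD, and confirmed as a hit on visual image review, cut at about 43% in these data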;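 note: 0% = TNF-stimulated DMSO wells and 100% = unstimulated control wells; not every result past the cut was called active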
HCT116 bCat-KO: beta-catenin-lacking colon tumor cell growth suppression; HCT116 beta-catenin knockout viability, CellTiter-Glo, 60 h; hits give low values; viability, % at 10 µM; hit rate 1.5% among 140,000; AID 818;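 active = viability at or under a set limit, the compound median less 4 SD, cut at about 6% in these data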;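 note: 0% = Hyamine 1622 control at 20 µM and 100% = untreated cell control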
NPY-Y2 antag: NPY-Y2 (human) receptor antagonism. hit rate 0.99% among 140,000. P49146. inhibition, % at 2.7 µM. AID 793. NPY-Y2 expressing cells, antagonist mode; in the data active = inhibition above about 17%;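 note: 0% = vehicle with agonist challenge and 100% = reference antagonist with challenge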
Target sequence (P49146 whole entry, looked up): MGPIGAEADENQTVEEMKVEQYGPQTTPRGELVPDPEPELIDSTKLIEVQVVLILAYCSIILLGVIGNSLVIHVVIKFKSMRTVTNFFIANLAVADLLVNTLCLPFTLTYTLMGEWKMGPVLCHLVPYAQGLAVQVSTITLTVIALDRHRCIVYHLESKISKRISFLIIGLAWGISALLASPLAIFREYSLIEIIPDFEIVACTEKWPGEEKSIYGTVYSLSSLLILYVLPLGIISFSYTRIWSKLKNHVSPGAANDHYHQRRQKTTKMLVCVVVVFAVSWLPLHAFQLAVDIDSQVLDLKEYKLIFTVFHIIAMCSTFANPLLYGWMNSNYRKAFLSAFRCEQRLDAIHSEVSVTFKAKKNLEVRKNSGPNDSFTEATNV
Measles CPE: protection of cells from measles virus; Measles virus-infected cells, CPE protection, absorbance; protection (pct of control), % at 4 µM; hit rate 1.5% among 140,000; in the data active = protection mostly above about 24%, no sharp cut-off; inactive = mostly below about 26%; note: some compounds called inactive have numbers as strong as hits
GALR2 antag: GALR2 (human) receptor antagonism | O43603 | hit rate 0.39% among 140,000 | GALR2-expressing cells, antagonist mode | inhibition, % at 4 µM; in the data active = inhibition above about 27%;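 note: cells stimulated with galanin 1-16 at roughly its EC80; 0% = agonist challenge control and 100% = basal control without agonist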
Target sequence (O43603 whole entry, looked up): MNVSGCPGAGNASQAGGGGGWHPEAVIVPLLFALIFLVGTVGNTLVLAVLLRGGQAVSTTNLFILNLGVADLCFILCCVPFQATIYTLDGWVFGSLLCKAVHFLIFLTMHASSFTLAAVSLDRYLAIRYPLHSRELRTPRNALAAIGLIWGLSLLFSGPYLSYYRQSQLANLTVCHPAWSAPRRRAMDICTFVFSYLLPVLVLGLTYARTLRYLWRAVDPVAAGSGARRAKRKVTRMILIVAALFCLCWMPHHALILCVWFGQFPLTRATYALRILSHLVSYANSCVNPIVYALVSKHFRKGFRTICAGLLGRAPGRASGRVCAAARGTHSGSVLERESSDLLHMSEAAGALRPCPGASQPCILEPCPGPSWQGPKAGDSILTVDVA
HCT116 PTEN-null: growth suppressors of cells with PTEN tumor suppressor deletion; HCT116 PTEN-null viability, CellTiter-Glo, 60 h; hits give low values; hit rate 1.2% among 140,000; viability, % at 10 µM;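 active = viability at or below a set limit, 4 SD under the median of all tested compounds, cut at about 3.7% in these data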;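 note: PTEN knockout HCT116 line with beta catenin targeted HCT116 as companion control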
An asterisk follows results filed as active; x = not tested or not shown.

SMILES	Yeast life ext	Phagocyt inh	BB579 growth dn	MRP-1 activ	E-sel TNF inh	HCT116 bCat-KO	NPY-Y2 antag	Measles CPE	GALR2 antag	HCT116 PTEN-null
CC1CCN(S(=O)(=O)c2ccc(N=NC3=C(O)CC(C)(C)CC3=O)cc2)CC1	-2	2	-24	-3.0	4	83	0	10	3	92
CC(=O)Nc1ccc(NC(=O)c2ccc(COc3ccc4c(C)cc(=O)oc4c3)cc2)cc1	1	-5	-42	-0.5	x	97	1	4	-7	100
Cc1ccc(-n2nc3c(c2NC(=O)c2cccs2)CSC3)cc1	-13	0	-40	-1.3	38	76	11	27	1	60
COc1ccc(/C=N/NC(=O)c2ccoc2C)cc1O	-1	-7	-17	-1.4	x	90	0	14	13	94
COc1nc(C#N)nc(N(C)C)n1	6	-1	-4	-0.1	-5	81	3	5	9	74
Cc1onc(-c2ccccc2Cl)c1C(=O)Nc1ccccc1N1CCOCC1	-2	0	-18	-0.6	19	86	7	10	-5	89
COc1ccccc1C(=O)NCCn1cc(SCC(=O)NCc2ccco2)c2ccccc21	-4	x	-38	-3.2	3	82	9	9	12	76
COCCCn1cnc2c(c1=O)c1nc3ccccc3nc1n2CCc1ccccc1	-23	-2	-25	-1.3	x	55	0	5	3	37
CC(C)CCSc1nc(N)c(C#N)cc1C#N	-9	-1	-1	-2.5	-15	90	4	19	2	79
CC(=O)N/C(=C/c1ccc(OS(=O)(=O)c2ccc(C)cc2)cc1)C(=O)NCCO	-3	-5	3	-1.7	x	89	1	14	-2	85
CSc1ccccc1NC(=O)c1ccc(C)o1	-24	0	3	-3.0	x	96	2	6	22	95
Cc1cc(-c2n[nH]c(=S)n2Cc2ccco2)nn1C	-3	-16	23	-0.4	x	105	-1	10	9	103
COc1ccccc1-c1nc(S(=O)(=O)c2ccc(Cl)cc2)c(N(C)C)o1	-12	-1	-16	0.0	-14	94	2	8	8	88
O=C(COC(=O)c1ccccc1Oc1ccccc1)NC1CCS(=O)(=O)C1 (centres undefined)	-12	0	-55	-3.2	-19	89	4	5	11	99
Cc1ccc(C)c(S(=O)(=O)Nc2cc(SCC(=O)O)c(O)c3ccccc23)c1	7	x	-29	-4.9	x	12	1	3	8	6

Next section.
SMILES	Yeast life ext	Phagocyt inh	BB579 growth dn	MRP-1 activ	E-sel TNF inh	HCT116 bCat-KO	NPY-Y2 antag	Measles CPE	GALR2 antag	HCT116 PTEN-null
Cc1cc(C)cc(N(C(=O)C2CCCC2)C2C=CS(=O)(=O)C2)c1 (centres undefined)	-14	x	-18	-4.7	x	86	1	6	-9	93
CCN1CCN(C(=O)c2nn(-c3ccccc3)c(=O)c3ccccc23)CC1	3	0	-27	-0.5	2	102	2	11	8	105
O=c1c(-c2cccc3ccccc23)[n+]([O-])c2ccccc2n1O	5	0	-21	-3.8	-26	84	0	14	-4	73
COC(=O)C1Sc2[nH]c(=O)sc2C2c3ccccc3OC(=O)C12 (centres undefined)	-3	x	-39	-3.1	-4	87	0	25	-2	91
CC1=CC(=O)C(C(C)C)=C/C1=N\OC(=O)c1cccc2nc(C)oc12	-7	-8	-11	-5.9	x	13	5	1	-14	6
O=[N+]([O-])c1cc(S(=O)(=O)N2CCCC2)ccc1N/N=C1/CCCc2ccccc21	-1	x	-34	-1.1	x	84	1	9	19	84
CCc1cccc(NC(=O)Cn2cccc2)c1	-6	-1	-10	-2.9	19	79	-1	50*	1	83
Cc1ccc(CNC(=O)c2c(C)cc(=O)oc2C)cc1	-5	-4	-18	0.6	4	93	4	35	8	97
CCOC(=O)Cn1c(=O)oc2cc(S(=O)(=O)N3CCN(c4ccccn4)CC3)ccc21	-9	-1	-10	-2.2	x	80	2	3	-14	90
Cn1c(SCc2cccc3ccccc23)nnc1-c1ccco1	-5	-4	-30	-3.1	6	89	4	10	10	90
CSc1nnc(-c2ccc(O)cc2)n1C	-19	-2	-25	-4.5	-10	91	14	8	3	97
O=C(c1ccc(Br)o1)N(c1ccccn1)C1CCCCC1	12	-3	-25	0.5	x	85	3	16	-5	88
CC(C)(C)OC(=O)N[C@@H](Cc1c[nH]c2ccccc12)c1nnc(SCC(N)=O)o1	-15	0	-45	-1.2	5	90	1	6	5	94
Cc1ccc(S(=O)(=O)N(C)c2ccc(OCC(=O)OCc3c(C)noc3C)cc2)cc1	-10	0	-71	-0.9	13	84	0	10	-4	98
N#Cc1c(N)n(CCNC(=O)c2cccs2)c2nc3ccccc3nc12	-1	-1	-21	-3.6	-20	100	1	28	10	96

More compounds.
SMILES	Yeast life ext	Phagocyt inh	BB579 growth dn	MRP-1 activ	E-sel TNF inh	HCT116 bCat-KO	NPY-Y2 antag	Measles CPE	GALR2 antag	HCT116 PTEN-null
CCOc1cc2[nH]c(=O)n(CCC(=O)NCCc3ccccc3)c(=O)c2cc1OCC	-12	2	-18	-6.6	x	38	5	48	12	58
Cc1cccc(Nc2nc(N)nc(CN3CCN(C)CC3)n2)c1	-3	-1	-1	-1.9	23	97	-1	5	-1	101
CCOc1nc(-c2ccccc2O)nc2ccccc12	-3	0	-22	-2.6	-16	80	6	17	2	89
CCCn1c(SCC(=O)NC)nnc1C(C)C	-12	-1	-44	-0.3	x	94	-1	4	-5	101
O=C(CN(C1CCCCC1)S(=O)(=O)c1ccccc1)N1CCCC1	-16	x	-22	-1.0	9	97	2	5	-2	101
Fc1ccc(-c2nnc3sc(C4COc5ccccc5O4)nn23)cc1 (centres undefined)	-13	0	18	-1.1	-9	77	17	4	-5	85
O=C(Cc1cccc2ccccc12)N/N=C/C=C/c1cccc([N+](=O)[O-])c1	2	-4	-11	2.6	x	83	3	11	-9	72
Cc1sc2c(c1C)CN(Cc1ccncc1)CN2C(=O)c1ccco1	-18	0	-41	-2.0	-5	88	4	8	-5	94
CN1C(C)(C)CC(=NOC(=O)c2ccccc2)CC1(C)C	-1	1	-11	-0.7	-51	93	4	5	3	97
O=C(c1ccco1)c1nc2c(n1O)CCCCC2	3	1	4	-2.6	11	92	2	6	-9	100
COc1ccc(F)cc1S(=O)(=O)N1CCN(Cc2ccc3c(c2)OCO3)CC1	-5	-5	1	-1.2	-1	92	4	4	0	89
Cc1onc(-c2ccccc2Cl)c1C(=O)N1CCN(c2cccc(Cl)c2)CC1	-4	0	-49	-0.8	x	22	x	5	x	15
CC(SCCc1ccccn1)C(=O)O (centres undefined)	x	0	-17	3.3	-13	89	1	27	0	100
ON1C(c2ccc(Cl)cc2Cl)N(O)[C@H]2CCCC[C@H]21 (some centres undefined)	-4	1	-27	-0.7	x	100	1	8	-1	107
O=C(NC(=S)NCC1CCCO1)c1ccccc1Br (centres undefined)	6	-5	-26	-1.4	x	120	1	13	10	99

Continued:
SMILES	Yeast life ext	Phagocyt inh	BB579 growth dn	MRP-1 activ	E-sel TNF inh	HCT116 bCat-KO	NPY-Y2 antag	Measles CPE	GALR2 antag	HCT116 PTEN-null
COc1ccc(S(=O)(=O)N2CCC(C(=O)N3CCN(c4ccccc4OC)CC3)CC2)cc1	-12	x	-35	-1.2	0	84	3	4	10	97
CC(=O)N(C)c1nc(-c2ccc(Cl)cc2)cs1	-23	1	-15	2.2	16	100	1	11	-8	90
Cc1ccc(C(=O)OCC(=O)Nc2ccc(N(C)C)cc2)cc1NC(=O)c1ccco1	-7	2	-39	0.1	7	89	-3	6	-2	107
c1ccc(Oc2cccc(NC3=NCCC3)c2)cc1	-5	0	-12	-2.4	4	88	2	11	-4	98
COc1ccc2[nH]c(=O)c(CN(C(=O)C3CCCO3)c3ccc(C)cc3)cc2c1 (centres undefined)	-12	0	-14	0.0	-1	88	0	23	-9	82
CCn1cnc2sc(C(=O)O)c(C)c2c1=O	-12	x	-82	0.2	14	107	1	18	6	113
O=C(Nc1ccccc1)N(CCc1nc2ccccc2[nH]1)C1CCCC1	-14	-1	-7	-3.2	-8	90	1	1	-15	86
COc1cc(C)nc(N2CCCC(C(=O)Nc3cccc(Cl)c3Cl)C2)n1 (centres undefined)	-7	2	-58	-2.8	-8	99	0	6	4	82
O=C(Nc1ccc2c(c1)C(=O)N(CC1CCCO1)C2=O)c1ccccc1Br (centres undefined)	-9	1	-18	-1.4	-17	90	2	-1	3	89
CC1CC(C)CN(C(=O)CCNS(=O)(=O)c2ccc3c(c2)CCC(=O)N3)C1 (centres undefined)	9	-3	-27	-0.8	5	94	2	7	16	102
Cc1cc(-c2nc3ncccc3o2)ccc1N	-11	x	40	-1.9	-15	99	4	7	0	96
CC12CCC(C(=O)N(NC(=O)c3ccccc3O)C1=O)C2(C)C (centres undefined)	3	-6	-9	-4.9	-1	7	2	2	8	5
Cn1cccc1-c1cc(C(=O)O)[nH]n1	x	1	-35	1.5	x	100	x	4	x	101
O=C(CN1CCN(c2ccc(F)cc2)CC1)OCc1ccccc1	-5	-1	-48	-0.9	8	96	0	8	2	98
COc1ccc2c(c1)cc(C(=O)O)n2C	-23	0	41	-2.0	-18	83	4	17	-13	93

Next compounds follow.
SMILES	Yeast life ext	Phagocyt inh	BB579 growth dn	MRP-1 activ	E-sel TNF inh	HCT116 bCat-KO	NPY-Y2 antag	Measles CPE	GALR2 antag	HCT116 PTEN-null
Cc1cccc(NC(=O)C2CCCN2C(=O)OCC(C)C)c1C (centres undefined)	-5	x	-10	-2.7	-22	89	1	7	11	87
COc1ccc(NC(=O)c2onc(C)c2Cl)cc1OC	-12	1	5	-1.5	x	99	2	13	1	96
CCN(CC)S(=O)(=O)c1ccc(Cl)c(C(=O)Nc2nnc(C)s2)c1	x	0	-4	-0.6	6	94	0	19	10	85
COc1ccc(/C=C/C(=O)NCC(=O)N/N=C/c2cc(Br)ccc2OCc2ccccc2)cc1	-9	-1	-26	-1.4	5	62	0	3	1	60
CCOc1cccc(CNn2cnnc2)c1OCc1ccccc1	3	-1	-29	-1.8	-16	108	3	35	6	96
Cc1cccc(CSc2ccc(-c3ccco3)nn2)c1	-8	-13	-42	0.1	9	88	4	7	0	89
CN(C)[C@@H]1C(=O)C(C(=O)NCN2CCCC2)=C(O)[C@@]2(O)C(=O)C3=C(O)c4c(O)cccc4[C@@](C)(O)C3CC12 (some centres undefined)	8	x	-12	-1.3	x	91	0	61	-5	92
O=C(NCc1ccccc1)C(c1ccccc1)N(Cc1cccs1)C(=O)c1cnccn1 (centres undefined)	-14	-1	-11	-4.8	0	50	4	5	-1	51
CC(=O)Nc1cn(C(C)=O)c(C)n1	-3	0	-63	-0.3	-25	92	12	36	29*	110
Cc1ccc(/C(O)=C2\C(=O)C(=O)N(CC(C)O)C2c2ccc(N(C)C)cc2)cc1 (centres undefined)	-14	3	-21	0.5	x	96	0	18	-1	101
Brc1cccc(-c2nnc3n2CCCCC3)c1	-13	-1	-56	-1.0	12	104	0	4	12	110
CC1CCCCN1S(=O)(=O)c1ccc2c(c1)CCN2C(=O)CCC(=O)O (centres undefined)	-11	x	-12	-0.8	-11	93	2	1	-7	94
CCC(=O)Nc1ccc(-c2nn3c(C)nnc3s2)cc1C	-8	-2	-17	-0.3	x	97	1	9	0	99
